FLuc act counter: FLuc activators, initial screening, artefact control for FLuc-dependent activation tests, biochemical, ATPlite luminescence; 200,000 tested, under 10 active; AID 1027, 2008; ATPlite luciferase biochemical, 10 min; 0 = ATP-free wells, 1 = DMSO control; activation factor at 10 µM;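 active means luciferase activation factor, scaled between plate controls, of at least 2 with compound at 10 µM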
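Assay system: Luciferase/luciferin reagent mix; Medium: PBS as buffer for the ATP substrate; Dosing: test compounds dosed from 2 mM stocks in 100% DMSO; Times: 10 min, room temperature; Signal: luminescence from luciferase reaction; Read-out: luciferase activation; Controls: No-ATP low control, compound-free enzyme-plus-ATP high control.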
TNAP inh hiacc: human TNAP enzyme inhibitors, primary screen, biochemical, luminescent, high phosphate acceptor level, uHTS; hit rate 0.03% among 200,000; Alkaline phosphatase, tissue-nonspecific isozyme (Homo sapiens), P05186; inhibition, % at 20 µM; purified TNAP, CDP-star luminescence, 1 M DEA; AID 1135, 2008;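 active means over 50% inhibition of tissue-nonspecific alkaline phosphatase at 20 µM in the single-dose screen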;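 further: plate controls were DMSO wells for no effect and EDTA-quenched wells as full inhibition for full effect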
Target sequence (P05186 whole entry, looked up): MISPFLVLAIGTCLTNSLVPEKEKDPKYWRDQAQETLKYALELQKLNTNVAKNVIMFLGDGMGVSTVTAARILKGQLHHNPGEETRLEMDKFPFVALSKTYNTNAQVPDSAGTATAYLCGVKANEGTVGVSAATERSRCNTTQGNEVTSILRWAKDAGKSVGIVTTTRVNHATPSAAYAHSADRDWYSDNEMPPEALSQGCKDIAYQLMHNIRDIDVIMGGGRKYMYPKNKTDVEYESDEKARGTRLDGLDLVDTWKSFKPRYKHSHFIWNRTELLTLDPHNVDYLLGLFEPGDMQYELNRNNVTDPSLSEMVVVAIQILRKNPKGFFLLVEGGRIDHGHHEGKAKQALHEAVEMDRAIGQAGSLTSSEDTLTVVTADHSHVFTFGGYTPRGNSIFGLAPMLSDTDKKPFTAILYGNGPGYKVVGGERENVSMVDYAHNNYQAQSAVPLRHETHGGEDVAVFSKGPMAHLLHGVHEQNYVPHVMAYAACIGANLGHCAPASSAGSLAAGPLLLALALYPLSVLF
TNAP act hiacc: TNAP activators at high phosphate acceptor level, primary screen, biochemical, luminescence, uHTS; Alkaline phosphatase, tissue-nonspecific isozyme (Homo sapiens), P05186; purified TNAP, CDP-star luminescence, 1 M DEA, 30 min; hits give high values; 0 = EDTA background, 1 = DMSO-only activity; activation factor at 20 µM; 200,000 tested, under 10 active; AID 1136, 2008;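 active means activation factor at least 2 at 20 µM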
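Assay system: human TNAP; Input: enzyme diluted 1/800 final; Reagent: CDP-star luminogenic substrate at 100 µM final; Timing: 30 min, room temperature; Signal: luminescence; Evaluation: TNAP activation factor scaled between EDTA and DMSO control wells.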
Lmaj promast: Leishmania major promastigote growth inhibition, primary screen; Leishmania major promastigotes, resazurin fluorescence viability; inhibition, % at 10 µM; hit rate 9% among 200,000; AID 1063, 2008; in the data active means inhibition above about 50%;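 further: promastigotes grown with compound for 44 hours at 28 °C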
bIAP inhibitor: bovine intestinal alkaline phosphatase inhibitors, primary screen, selectivity assay for TNAP inhibitor project, biochemical, bovine IAP, CDP-star luminescence | purified bovine IAP, 30 min | inhibition, % at 20 µM | 190,000 tested, under 10 active | AID 1019, 2008;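 active means over 50% inhibition of intestinal alkaline phosphatase at 20 µM in the single-dose screen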
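System: purified bovine intestinal alkaline phosphatase (IAP) enzyme; Input: IAP diluted 1/65,000,000 in the well; Measured by: CDP-star luminescence signal; Compound dosing: 20 µM single dose; Incubation: 30 min reaction at room temperature.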
TNAP inh noacc: human TNAP enzyme inhibitors, primary screen, biochemical, luminescent, no phosphate acceptor, uHTS | Alkaline phosphatase, tissue-nonspecific isozyme (Homo sapiens), P05186 | purified TNAP, CDP-star luminescence, 30 min | inhibition, % at 20 µM | hit rate 0.26% among 200,000 | AID 1012, 2008;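 active means tissue-nonspecific alkaline phosphatase inhibition above about 50% at 20 µM in the single-dose screen, limit read from the data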;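 further: 0% = DMSO negative control and 100% = EDTA positive control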
RAM network inh: inhibitors of the yeast RAM network, primary screen, dse1pr::URA3 reporter, 5-FOA selection; hit rate 1.8% among 190,000; AID 868, 2007; inhibition, % at 50 µM; S. cerevisiae dse1pr::URA3 reporter, 5-FOA growth OD615, 2 d; analog-sensitive cbk1-as2 kinase mutant strain;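 active means inhibition above a set limit, 3 SD over mean compound inhibition, cut at about 8.4% in these data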;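 further: 0% = DMSO-only wells with no growth and 100% = 10 µM 1-NA-PP1 full growth; inhibition rescues growth on 5-FOA so higher OD means more RAM inhibition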
APP 5UTR inh: inhibitors of APP translation via 5'UTR reporter, primary screen, APP 5'UTR luciferase, SH-SY5Y cells; AID 1285, 2008; inhibition, % at 2 µM; SH-SY5Y APP 5'UTR-luciferase reporter, luminescence; hit rate 0.82% among 190,000;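 active means inhibition above a set limit, derived from the sample mean plus 3 SD, cut at about 45% in these data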; further: values of inactives mirror those of a sister screen read the other way
bIAP activator: bovine intestinal alkaline phosphatase activators, primary screen, biochemical, bovine IAP, CDP-star luminescence; purified bovine IAP, 30 min; hits give high values; fold of DMSO-control signal, blank-subtracted; activation factor at 20 µM; hit rate 0.17% among 200,000;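 active means activation factor of 2 or more at 20 µM, a signal rise over negative controls twice the positive control's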
FLuc inh counter: firefly luciferase enzyme inhibitors, primary screen, artefact control for luciferase-based inhibitor screens, biochemical, luminescence, ATPLite. Luciferin 4-monooxygenase (Photinus pyralis), P08659. 10 min. inhibition, % at 10 µM. hit rate 1.5% among 200,000. AID 1006, 2008;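 active means inhibition above about 50% when tested at 10 µM, limit read from the data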
The depositor's hits bear a star. The order is random. Share with any hit: about 13%.

Structure,FLuc act counter,TNAP act hiacc,APP 5UTR inh,Lmaj promast,TNAP inh noacc,RAM network inh,bIAP inhibitor,bIAP activator,TNAP inh hiacc,FLuc inh counter
CCc1ccc(C(=O)COC(=O)c2nn(C)c(=O)c3ccccc23)cc1,0.8,1,-35,-3,-12,3.6,3,1,-3,22
NS(=O)(=O)c1cc2c(cc1Cl)NC(C(Cl)Cl)NS2(=O)=O (stereo not given),1.1,1,0,-8,-1,-0.7,9,0.9,4,-5
COC(=O)c1ccc2nc(Nc3nc4ccc(F)cc4s3)sc2c1,0.9,1,42,-4,-22,2.3,3,1,4,12
Cc1ccc(C)c(NC(=S)c2nc3ccccc3s2)c1,0.9,0.9,-19,23,-9,2.5,33,0.7,6,7
O=C(COC(=O)c1cc[n+]([O-])cc1)NCC12CC3CC(CC(C3)C1)C2,1.1,1.1,-8,1,-9,4.0,6,0.9,-5,-7
Cc1c(NC(=O)CCSc2ccc(Cl)cc2)c(=O)n(-c2ccccc2)n1C,1.1,1,4,7,-10,2.1,-6,1.1,-4,-6
CCc1ccc(NC(=O)CC2C(=O)N(c3ccc(C)cc3)C(=O)N2C2CC2)cc1 (stereo not given),1,1,-19,18,-8,0.7,-18,1.2,-3,-2
O=C(c1ccccc1)C(CCC(CN1CCOCC1)C(=O)c1ccccc1)CN1CCOCC1 (stereo not given),1.1,1,90*,100*,-8,1.5,-2,1,-3,-5
COc1ccc(NC(=O)c2cc(=O)[nH]c(=O)[nH]2)cc1S(=O)(=O)Nc1ccccc1Cl,1,1.1,0,-6,-4,5.8,-2,1,-7,-4
CC1CCN(CC(=O)Nc2cccc(C(=O)Nc3cccc(C(F)(F)F)c3)c2)CC1,1,1,-11,82*,-2,0.1,22,0.8,-2,-4
CCCC(=N)C1=C(O)CC(CC(C)SCC)CC1=O (stereo not given),1,1,1,-6,-7,-0.8,7,0.9,1,-1
O=C1C2C3C=CC(C4CC34)C2C(=O)N1/N=C/c1c[nH]c2ccccc12 (stereo not given),0.2,1,-62,21,-6,3.8,23,0.8,-1,78*
CC(C)CNC(=O)C1c2ccccc2Oc2ccccc21,1,1,0,1,-4,2.6,-18,1.2,-4,-2
O=C(NCCN1CCCCCC1)C1CCN(S(=O)(=O)N2CCOCC2)CC1,1,1,-7,0,-14,0.1,-34,1.3,-2,0
Oc1ccccc1N=Nc1ccccc1O,1,0.6,83*,100*,14,2.6,-5,1.1,39,1
C=CCNC(=O)c1onc(CSc2cccc(C)c2)c1C(=O)O,1.1,1,-11,-6,-8,0.7,2,1,1,-7
CC1CCCC(C)N1C(=O)COc1ccccc1F (stereo not given),1,1,-11,-7,-10,0.8,2,1,-2,-3
O=C(CSc1ncn(-c2ccccc2)n1)Nc1nc(-c2ccccc2)cs1,1.1,1,12,-5,-12,3.1,18,0.8,-2,-7
CCCCCCNC(=O)C(C#N)c1nc2ccccc2nc1N1CCCC1 (stereo not given),1,0.9,2,0,8,5.0,25,0.7,10,-5
CC(C)CC(c1nnnn1C1CCCCC1)N1CCN(c2ncccn2)CC1 (stereo not given),1,1,-4,63*,-3,-0.6,-20,1.2,-4,0
CCCn1nc(NC(=O)c2ccncc2)c2cc3ccccc3nc21,1.1,1,-1,21,-1,1.4,13,0.9,-4,-12
CCOC(=O)c1cnc(SC)nc1NCCOC,1,1,13,1,-5,-0.6,-5,1,2,-1
Cc1ccc(N2CCCn3c2cc(C)c(C#N)c3=O)cc1Cl,1.1,1,-19,-4,-5,4.3,2,1,-2,-8
CC(CCc1ccccc1)NC(=O)/C=C/c1ccc(F)cc1 (stereo not given),1,1,2,0,-2,-1.8,-2,1,0,0
CCn1c(C)cc2c(c1=O)C(c1ccccc1Br)C(C#N)=C(N)O2 (stereo not given),1.1,1,14,-3,-11,-0.2,6,0.9,-1,-7

More entries follow.
Structure,FLuc act counter,TNAP act hiacc,APP 5UTR inh,Lmaj promast,TNAP inh noacc,RAM network inh,bIAP inhibitor,bIAP activator,TNAP inh hiacc,FLuc inh counter
Cn1c(C(=O)N(Cc2ccccc2)Cc2cccs2)cc2sccc21,1,1,-3,2,-3,6.0,37,0.6,-1,-2
Cc1cc(S(=O)(=O)N2CCCOC2CNC(=O)C(=O)NCc2ccco2)ccc1F (stereo not given),1,1.1,-11,0,-8,1.1,-12,1.1,-6,3
O=C(COc1nc2ccccc2nc1N1CCOCC1)NC1CCCCC1,1.1,1,3,-7,-5,1.9,2,1,0,-5
CCN=C1S/C(=C\c2cn(CC)c3ccccc23)C(=O)N1CC,1,1,-15,18,-3,1.8,28,0.7,-1,-3
N/C(=N\OC(=O)Cc1ccccc1)c1cccc(Br)c1,0.9,1.1,0,-2,-17,2.4,2,1,-7,10
OCC1(CO)COC2(CCCC2)N1,1.1,1,-14,-7,-4,1.2,10,0.9,2,-7
Cc1cc2ccccc2c(=O)n1CC(=O)NCC(=O)N(C)C1CCCCC1,1,1,4,-1,-11,-0.4,2,1,-4,-3
CN(Cc1nc(-c2cnccn2)no1)CC1CCN(Cc2ccccc2)CC1,1,1,-10,91*,-1,1.2,-30,1.3,-2,-3
COc1ccc(C(=O)CC(=O)c2ccccc2O)cc1OC,1,1,-25,9,-7,0.5,-2,1,-3,4
COCCNC(=O)C(c1ccc(C)o1)N(Cc1ccccc1)C(=O)Cn1nnc2ccccc21 (stereo not given),1,1,-10,-7,-12,5.0,-9,1.1,-3,-5
Cc1ccc(C)c(-c2csc(N)c2C(=O)OC(C)C)c1,1.1,1.1,4,14,-20,2.6,46,0.5,-5,-6
CCc1nc(NCCc2ccccn2)c2nnn(Cc3ccccc3F)c2n1,1,1,16,9,-8,-0.2,-1,1,-2,0
CC(=O)Nc1ccc(Nc2nc(-c3ccccc3)nc3ccccc23)cc1,1,1,22,28,-6,1.1,-14,1.1,-3,-5
O=C(COC(=O)CCCN=C1NS(=O)(=O)c2ccccc21)NC(=O)NC1CCCC1,1.1,1,13,-6,-9,0.5,13,0.9,-2,-9
COCCSc1nnc(NS(=O)(=O)c2ccc(C)cc2)s1,1.1,1.1,6,-3,-2,-1.2,-8,1.1,-7,-5
Cc1ccc(S(=O)(=O)Nc2ccc3nc(N)sc3c2)cc1,1,1,0,11,-6,2.3,-1,1,-2,-3
COc1ccccc1C(=O)NC(=Nc1nc2ccccc2o1)NC(=O)c1ccccc1OC,1,1,-2,100*,-1,5.1,10,0.9,5,4
CCC(=O)NC(=S)Nc1ccccc1OC,1.1,1,3,-5,-5,0.6,15,0.9,-4,-6
Cc1nc2c(C(=O)NCCC(C)C)c[nH]n2c(=O)c1Cl,1.1,1,-22,-8,-8,2.6,6,0.9,-4,-9
CCOC(=O)Nc1ccc(S(=O)(=O)NCCCN2CCOCC2)cc1,1.1,1,2,-7,-15,1.4,2,1,-4,-6

An excerpt from above in order of SMILES length, ascending:
Structure,FLuc act counter,TNAP act hiacc,APP 5UTR inh,Lmaj promast,TNAP inh noacc,RAM network inh,bIAP inhibitor,bIAP activator,TNAP inh hiacc,FLuc inh counter
CCC(=O)NC(=S)Nc1ccccc1OC,1.1,1,3,-5,-5,0.6,15,0.9,-4,-6
COCCSc1nnc(NS(=O)(=O)c2ccc(C)cc2)s1,1.1,1.1,6,-3,-2,-1.2,-8,1.1,-7,-5
Cc1ccc(S(=O)(=O)Nc2ccc3nc(N)sc3c2)cc1,1,1,0,11,-6,2.3,-1,1,-2,-3
Cn1c(C(=O)N(Cc2ccccc2)Cc2cccs2)cc2sccc21,1,1,-3,2,-3,6.0,37,0.6,-1,-2
CC(=O)Nc1ccc(Nc2nc(-c3ccccc3)nc3ccccc23)cc1,1,1,22,28,-6,1.1,-14,1.1,-3,-5
O=C(COC(=O)CCCN=C1NS(=O)(=O)c2ccccc21)NC(=O)NC1CCCC1,1.1,1,13,-6,-9,0.5,13,0.9,-2,-9
COCCNC(=O)C(c1ccc(C)o1)N(Cc1ccccc1)C(=O)Cn1nnc2ccccc21 (stereo not given),1,1,-10,-7,-12,5.0,-9,1.1,-3,-5
